TRPML3 agonist – human TRPML3 channel agonists, primary screen, cell-based, HEK293 TRPML3-YFP, Fluo-8 calcium fluorescence, 3 µM | 220,000 tested, 0.29% active | 100% = the carbachol control signal | Mucolipin-3 (Homo sapiens), Q8TDD5 | activation, % at 3 µM;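 active = activation above its plate's cutoff, the mean activation of the plate's test wells plus 3 SD, cut at about 12% in these data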;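 note: 0% = DMSO only wells and 100% = carbachol wells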
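Test system – HEK293 line with stable expression of human TRPML3-YFP channel · Control set – carbachol 87 µM final as high control (100%), DMSO as low control (0%) · Signal – Fluo-8 calcium dye fluorescence, ex 470-495, em 515-575 nm · Incubation – 1-h 37 °C dye load, 5-s basal, 120-s post-compound reads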
p47phox inh – p47phox/p22phox peptide binding inhibitors, primary screen, biochemical, uHTS, NADPH oxidase regulatory subunit; inhibition, % at 24.7 µM; AID 1274, 2008; 220,000 tested, 0.53% active; fluorescence polarization, 2 h; Neutrophil cytosol factor 1 (Homo sapiens), P14598;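 active = inhibition above about 30%, limit read from the data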;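 note: 0% = p47phox with labelled peptide and 100% = labelled peptide alone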
Target sequence (P14598 whole entry, looked up): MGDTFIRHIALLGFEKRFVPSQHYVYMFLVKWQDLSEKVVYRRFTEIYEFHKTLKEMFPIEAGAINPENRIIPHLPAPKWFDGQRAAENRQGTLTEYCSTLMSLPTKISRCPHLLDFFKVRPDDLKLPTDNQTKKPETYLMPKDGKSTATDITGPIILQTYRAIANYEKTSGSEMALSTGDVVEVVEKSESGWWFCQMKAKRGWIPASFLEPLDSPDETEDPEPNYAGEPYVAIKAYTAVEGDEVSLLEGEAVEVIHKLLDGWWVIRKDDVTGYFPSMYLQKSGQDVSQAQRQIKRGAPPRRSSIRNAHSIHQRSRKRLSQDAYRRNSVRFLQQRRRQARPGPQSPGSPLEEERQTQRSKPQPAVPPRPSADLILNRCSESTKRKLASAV
PPC-1+TRAIL kill – compounds killing PPC-1 cancer cells with TRAIL present, primary screen, TRAIL potentiator project, ATPLite luminescence, uHTS; PPC-1 cells + TRAIL, ATPLite viability luminescence; cell killing (% activity), % at 4 µM; 220,000 tested, 0.41% active;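 active = cell killing above 50% in the first pass at 4 µM, then a duplicate retest at 5 µM averaging 50% or more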;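 note: plate controls were cells with TRAIL plus DMSO for no effect and medium-only wells lacking cells for full effect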
EBV gp42 block – Epstein-Barr virus gp42 inhibitors, primary screen, biochemical, uHTS, fluorescence polarization. 220,000 tested, 0.42% active. Fluorescence polarization binding assay, mP read-out. inhibition, % (tested at 21.74 µM). AID 1085, 2008. Glycoprotein 42 (Epstein-Barr virus (strain AG876)), Q1HVG2; in the data active = inhibition above about 50%
Target sequence (Q1HVG2 whole entry, looked up): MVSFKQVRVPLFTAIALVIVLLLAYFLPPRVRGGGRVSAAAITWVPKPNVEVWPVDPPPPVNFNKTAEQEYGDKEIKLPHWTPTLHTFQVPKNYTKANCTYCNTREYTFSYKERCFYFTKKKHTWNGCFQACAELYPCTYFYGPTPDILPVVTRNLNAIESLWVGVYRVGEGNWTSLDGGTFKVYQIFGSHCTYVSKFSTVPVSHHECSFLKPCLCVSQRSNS
TNF death inh – inhibitors of TNF-alpha triggered necroptosis, primary screen, cell-based, Jurkat FADD-/-, single concentration. Jurkat FADD-/- TNF necroptosis rescue, ATP luminescence, 24 h; 0 = TNF only, 100 = no-TNF cells. activation (protection from cell death), % at 10 µM. 220,000 tested, 0.068% active;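 active = activation, meaning protection from cell death, of at least 50% relative to plate controls; inactive = activation below 50%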;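 note: necroptosis triggered by 40 ng/mL TNF-alpha added together with compound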
Mdm2 ligase inh – MDM2-luciferase reporter signal enhancers, primary screen, MDM2 E3 ligase inhibitor project, cell-based, luminescence, 1536-well. E3 ubiquitin-protein ligase Mdm2 (Homo sapiens), Q00987. cell-based MDM2 ubiquitination luciferase reporter, 2 h; 0 = plate control, 100 = twice control, blank-subtracted. signal enhancement, % at 5 µM. 210,000 tested, 0.11% active. AID 1230, 2008;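 active = signal enhancement of 30% or more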;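 note: luminescence tracks abundance of the self-degrading MDM2-luciferase fusion protein; higher signal means inhibition of MDM2 E3 ligase activity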
Target sequence (Q00987 whole entry, looked up, the tested form may be a part): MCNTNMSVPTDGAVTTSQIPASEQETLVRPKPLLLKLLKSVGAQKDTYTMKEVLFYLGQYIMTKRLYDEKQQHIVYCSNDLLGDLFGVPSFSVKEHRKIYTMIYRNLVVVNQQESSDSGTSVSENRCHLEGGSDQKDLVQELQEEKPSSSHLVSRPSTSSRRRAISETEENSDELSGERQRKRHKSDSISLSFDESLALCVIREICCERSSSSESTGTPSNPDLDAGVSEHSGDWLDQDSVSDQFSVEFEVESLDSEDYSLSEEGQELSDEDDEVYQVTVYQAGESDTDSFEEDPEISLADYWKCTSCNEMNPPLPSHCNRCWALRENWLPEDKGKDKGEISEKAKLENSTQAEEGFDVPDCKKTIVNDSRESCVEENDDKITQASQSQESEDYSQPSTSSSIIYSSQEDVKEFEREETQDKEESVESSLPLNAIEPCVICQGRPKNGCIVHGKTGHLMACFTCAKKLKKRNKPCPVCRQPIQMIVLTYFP
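Material: stable MDM2–luciferase fusion reporter cells / Quantity: 2000 cells/well / Dosing: single 5 µM compound dose, 0.2% final DMSO / Buffer or medium: DMEM / Schedule: 4 h cell settling then 2 h compound exposure, 37 °C / Detection: luminescence with SteadyLite reagent, 15 min at room temperature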
zfTRPN1 agonist – zebrafish TRPN1 channel agonists, primary screen, cell-based, HEK293, calcium fluorescence. transient receptor potential cation channel N1 (TRPN1/NompC), Danio rerio. HEK293 zebrafish TRPN1-YFP, Fluo-8 calcium fluorescence; 100% = response to 87 µM carbachol. activation, % at 3 µM. 220,000 tested, 0.18% active;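 active = activation above its plate's cutoff, the mean activation of test wells on that plate plus 3 SD, cut at about 19% in these data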;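 note: 0% = DMSO alone and 100% = 87 µM carbachol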
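Assay system: Zebrafish TRPN1-YFP in HEK293 cells | Incubation: Dye loading 1 h at 37 °C, then 30 min room temperature | Measured by: Kinetic Fluo-8 fluorescence, ex 470-495, em 515-575 nm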
CHOP inh – inhibitors of CHOP promoter induction, primary screen, cell-based, unfolded protein response, luciferase reporter; CHO-K1 CHOP-promoter luciferase, tunicamycin-induced, 15-18 h; inhibition, % at 10 µM; 220,000 tested, 3.8% active; AID 2732, 2010;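 active = compounds that reduced the stress-induced luciferase reporter signal by more than about 70% of percent inhibition, limit read from the data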;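 note: 0% = tunicamycin plus vehicle and 100% = wells without tunicamycin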
Runt-SMMHC FRET – inhibitors of RUNX1 Runt–CBFb-SMMHC binding, primary screen, biochemical, FRET, Cerulean-Runt, Venus-CBFb-SMMHC, uHTS. inhibition, % at 20 µM. Runt-related transcription factor 1 (Homo sapiens) + Core-binding factor subunit beta …. Cerulean-Runt/Venus-CBFb-SMMHC FRET ratio 530/480, 1 h. 220,000 tested, 0.74% active;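 active = mean inhibition across duplicate retests at 20 µM reaching about 50%, limit read from the data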;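 note: 0% = DMSO wells and 100% = wells with excess untagged CBFb-SMMHC; inhibitors lower the FRET ratio by blocking Runt binding to CBFb-SMMHC; some results filed as inactive read as strong as hits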
* marks the source's active call; other numbers are inactive results.

`Cc1sc2ncn(CC(=O)NCC(=O)N(C)Cc3ccccc3)c(=O)c2c1C` gave TRPML3 agonist 0.8, p47phox inh -8, PPC-1+TRAIL kill -6, EBV gp42 block -16, TNF death inh -2.7, Mdm2 ligase inh -3, zfTRPN1 agonist -1.6, CHOP inh 8 and Runt-SMMHC FRET -1.
Screening Cc1noc(C)c1S(=O)(=O)Nc1ccc(C(=O)NC2CCCCCC2)cc1 returned TRPML3 agonist 0.1, p47phox inh 3, PPC-1+TRAIL kill 6, EBV gp42 block -17, TNF death inh 1.6, Mdm2 ligase inh -11, zfTRPN1 agonist -0.1, CHOP inh 7 and Runt-SMMHC FRET 2.
Screening CSc1ccccc1NC(=O)c1ccco1 returned TRPML3 agonist 0.5, p47phox inh -10, PPC-1+TRAIL kill 4, EBV gp42 block -8, TNF death inh 1.0, Mdm2 ligase inh 6, zfTRPN1 agonist -0.6, CHOP inh -38 and Runt-SMMHC FRET 2.
`COc1cccc(CC2(CO)CCCN(Cc3ccc(CN4CCCCC4)s3)C2)c1` (centres undefined) gave TRPML3 agonist 0.3, p47phox inh -12, PPC-1+TRAIL kill 4, EBV gp42 block -2, TNF death inh -2.0, Mdm2 ligase inh -8, zfTRPN1 agonist 0.3, CHOP inh 29 and Runt-SMMHC FRET -1.
For COC(=O)c1ccccc1Sc1c(/C=N/OC(=O)c2ccccc2)c(C(F)(F)F)nn1C the results were TRPML3 agonist 0.6, p47phox inh -4, PPC-1+TRAIL kill 13, EBV gp42 block -15, TNF death inh -1.5, Mdm2 ligase inh -14, zfTRPN1 agonist -0.6, CHOP inh 21 and Runt-SMMHC FRET 1.
Screening CCOC(=O)CNC(=O)CSc1nnc(-c2ccco2)n1Cc1ccco1 returned TRPML3 agonist 1.0, p47phox inh -13, PPC-1+TRAIL kill 14, EBV gp42 block -14, TNF death inh 0.3, Mdm2 ligase inh -6, zfTRPN1 agonist 0.4, CHOP inh 20 and Runt-SMMHC FRET 0.
`Cc1ccccc1Cc1c(C)nc2nc(SCC(=O)NCc3ccco3)nn2c1C` gave TRPML3 agonist -0.3, p47phox inh -8, PPC-1+TRAIL kill -28, EBV gp42 block -8, TNF death inh -2.1, Mdm2 ligase inh -20, zfTRPN1 agonist -0.1, CHOP inh 11 and Runt-SMMHC FRET 8.
Screening COc1ccc(C(OC(=O)c2ccco2)C(=O)NCC2CCCO2)cc1 (centres undefined) returned TRPML3 agonist 0.6, p47phox inh -11, PPC-1+TRAIL kill 7, EBV gp42 block 0, TNF death inh 1.5, Mdm2 ligase inh -12, zfTRPN1 agonist 0.3, CHOP inh -16 and Runt-SMMHC FRET 3.
For CCOc1ccc(NC(=S)N(CCOC)C(C)c2cccnc2)cc1 (centres undefined) the results were TRPML3 agonist 0.8, PPC-1+TRAIL kill -21, EBV gp42 block -14, TNF death inh -1.0, zfTRPN1 agonist -0.3, CHOP inh 2 and Runt-SMMHC FRET 2.
Screening O=C(CN1C(=O)C2CCCCC2C1=O)N1CCN(c2ncccn2)CC1 (centres undefined) returned TRPML3 agonist 0.6, p47phox inh 3, PPC-1+TRAIL kill -8, EBV gp42 block -11, TNF death inh 2.4, Mdm2 ligase inh -15, zfTRPN1 agonist 0.6, CHOP inh 3 and Runt-SMMHC FRET -2.
O=C(NCc1ccccc1)c1cccc(NS(=O)(=O)c2cccc3cccnc23)c1 was read as TRPML3 agonist -0.2, p47phox inh -5, PPC-1+TRAIL kill -14, EBV gp42 block 0, TNF death inh 0.5, Mdm2 ligase inh -9, zfTRPN1 agonist 1.6, CHOP inh 10 and Runt-SMMHC FRET 5.
`CCCC(C(=O)O)N1C(=O)/C(=C/c2cccn2C)SC1=S` (centres undefined) gave TRPML3 agonist 1.1, p47phox inh -89, PPC-1+TRAIL kill 10, EBV gp42 block -231, TNF death inh 0.4, Mdm2 ligase inh -8, zfTRPN1 agonist 1.8, CHOP inh -12 and Runt-SMMHC FRET -32.
Screening O=C(CN(Cc1ccccc1)S(=O)(=O)c1ccc(F)cc1)NCCC1=CCCCC1 returned TRPML3 agonist 1.4, p47phox inh -6, PPC-1+TRAIL kill 3, EBV gp42 block -14, TNF death inh -1.9, Mdm2 ligase inh 2, zfTRPN1 agonist 1.3, CHOP inh 28 and Runt-SMMHC FRET -8.
COc1ccc(N2CC(NC(=O)NC(C)(C)C)CC2=O)cc1 (centres undefined) was read as TRPML3 agonist 0.5, p47phox inh -8, PPC-1+TRAIL kill 9, EBV gp42 block -15, TNF death inh -2.3, Mdm2 ligase inh -10, zfTRPN1 agonist 0.3, CHOP inh 2 and Runt-SMMHC FRET -1.
Screening Cc1c(Cl)cnc(NC(=O)COC(=O)C(NC(=O)c2ccco2)C(C)C)c1Cl (centres undefined) returned TRPML3 agonist 0.4, p47phox inh 6, PPC-1+TRAIL kill -8, EBV gp42 block 3, TNF death inh -1.1, Mdm2 ligase inh -11, zfTRPN1 agonist -1.1, CHOP inh 45 and Runt-SMMHC FRET -2.
Screening O=C1CC(N2CCN(c3ccc(O)cc3)CC2)C(=O)N1c1ccc2c(c1)OCO2 (centres undefined) returned TRPML3 agonist 0.5, p47phox inh -7, PPC-1+TRAIL kill 10, EBV gp42 block 0, TNF death inh 0.0, Mdm2 ligase inh -19, zfTRPN1 agonist 0.9, CHOP inh -10 and Runt-SMMHC FRET 28.
`CCCCSc1nnc(-c2cc3c(C(F)(F)F)nn(C)c3s2)n1C` gave TRPML3 agonist -0.1, p47phox inh -1, PPC-1+TRAIL kill 9, EBV gp42 block 14, TNF death inh -1.7, Mdm2 ligase inh -19, zfTRPN1 agonist -0.1, CHOP inh -14 and Runt-SMMHC FRET -9.
For O=C(Nc1ccc(-c2csnn2)cc1)C(Cl)(Cl)Cl the results were TRPML3 agonist 1.7, p47phox inh -7, PPC-1+TRAIL kill 23, EBV gp42 block -10, TNF death inh -0.2, Mdm2 ligase inh -16, zfTRPN1 agonist 5.4, CHOP inh -3 and Runt-SMMHC FRET -1.
Cc1ccc(Cn2nnc3c(=O)[nH]c(C4CCN(S(=O)(=O)c5ccc(F)cc5)CC4)nc32)cc1 was read as TRPML3 agonist 0.3, p47phox inh -17, PPC-1+TRAIL kill 6, EBV gp42 block -8, TNF death inh 0.5, Mdm2 ligase inh -3, zfTRPN1 agonist -0.8, CHOP inh 84* and Runt-SMMHC FRET 0.
CCN(CC)S(=O)(=O)c1ccc(Cl)c(NC(=O)COC(=O)c2ccc(O)cc2)c1 was read as TRPML3 agonist 4.1, p47phox inh -12, PPC-1+TRAIL kill 17, EBV gp42 block -14, TNF death inh -0.2, Mdm2 ligase inh -20, zfTRPN1 agonist 9.3, CHOP inh -5 and Runt-SMMHC FRET -3.
`CSc1ccccc1C(=O)NC1CCCC1` gave TRPML3 agonist 0.8, p47phox inh 0, PPC-1+TRAIL kill 5, EBV gp42 block -13, TNF death inh 0.1, Mdm2 ligase inh -10, zfTRPN1 agonist 0.9, CHOP inh 13 and Runt-SMMHC FRET -7.
`NS(=O)(=O)c1ccc(N/C=C\C(=O)c2cccc3ccccc23)cc1` gave TRPML3 agonist 0.0, p47phox inh -15, PPC-1+TRAIL kill 11, EBV gp42 block 8, TNF death inh -0.1, Mdm2 ligase inh -4, zfTRPN1 agonist 0.0, CHOP inh 25 and Runt-SMMHC FRET 2.
`COC(=O)NCc1ccc(CNC(=O)OC)cc1` gave TRPML3 agonist 0.5, p47phox inh -17, PPC-1+TRAIL kill 3, EBV gp42 block -8, TNF death inh 1.4, Mdm2 ligase inh -2, zfTRPN1 agonist 0.1, CHOP inh -15 and Runt-SMMHC FRET -3.
Cc1onc(-c2ccccc2)c1C(=O)Nc1ccc2c(c1)OCCO2 was read as TRPML3 agonist 0.0, p47phox inh -14, PPC-1+TRAIL kill 15, EBV gp42 block -5, TNF death inh 0.6, Mdm2 ligase inh 0, zfTRPN1 agonist -0.4, CHOP inh 40 and Runt-SMMHC FRET -1.
Screening Cc1ccc2nc(-c3ccccc3)cc(C(=O)O)c2c1 returned TRPML3 agonist 1.2, p47phox inh -2, PPC-1+TRAIL kill 9, EBV gp42 block -2, TNF death inh -2.0, Mdm2 ligase inh -6, zfTRPN1 agonist 0.8, CHOP inh -2 and Runt-SMMHC FRET -4.
Screening CCOC(=O)Cc1csc(NC(=O)COc2cccc(C)c2)n1 returned TRPML3 agonist -0.2, p47phox inh -4, PPC-1+TRAIL kill 8, EBV gp42 block -14, TNF death inh -0.3, Mdm2 ligase inh -7, zfTRPN1 agonist -0.9, CHOP inh 0 and Runt-SMMHC FRET -16.
`COc1ccc(OC)c(NC(=O)c2cccnc2Sc2cc(C)ccc2C)c1` gave TRPML3 agonist -1.5, p47phox inh -24, PPC-1+TRAIL kill -5, EBV gp42 block -13, TNF death inh 3.1, Mdm2 ligase inh -9, zfTRPN1 agonist -2.7, CHOP inh 41 and Runt-SMMHC FRET 0.
`Cc1ccc(NC(=O)c2ccc(C(C)(C)C)cc2)cc1-n1cnnn1` gave TRPML3 agonist 1.9, p47phox inh -7, PPC-1+TRAIL kill 6, EBV gp42 block -13, TNF death inh 1.5, Mdm2 ligase inh -8, zfTRPN1 agonist 8.9, CHOP inh 42 and Runt-SMMHC FRET -2.
For Cc1ccc(N(C)C(=O)c2ccc(CNc3c(N4CCC(C)CC4)c(=O)c3=O)cc2)cc1 the results were TRPML3 agonist 0.1, p47phox inh 6, PPC-1+TRAIL kill 12, EBV gp42 block -5, TNF death inh -3.6, Mdm2 ligase inh -7, zfTRPN1 agonist -0.3, CHOP inh 27 and Runt-SMMHC FRET 1.

A section taken from the entries so far, for reference:
`Cc1ccc(NC(=O)c2ccc(C(C)(C)C)cc2)cc1-n1cnnn1` gave TRPML3 agonist 1.9, p47phox inh -7, PPC-1+TRAIL kill 6, EBV gp42 block -13, TNF death inh 1.5, Mdm2 ligase inh -8, zfTRPN1 agonist 8.9, CHOP inh 42 and Runt-SMMHC FRET -2.
For Cc1ccc(N(C)C(=O)c2ccc(CNc3c(N4CCC(C)CC4)c(=O)c3=O)cc2)cc1 the results were TRPML3 agonist 0.1, p47phox inh 6, PPC-1+TRAIL kill 12, EBV gp42 block -5, TNF death inh -3.6, Mdm2 ligase inh -7, zfTRPN1 agonist -0.3, CHOP inh 27 and Runt-SMMHC FRET 1.

From PubChem
